TRPC4 inh: inhibitors of mouse TRPC4 channel, primary screen, Fluo4 calcium, HEK293 TRPC4beta/mu-opioid cells | 300,000 tested, 0.39% active | DAMGO-evoked Fluo4 calcium flux; hits give low values | Short transient receptor potential channel 4 (Mus musculus), Q9QUQ5 | B-score at 10 µM;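 active means B-score over 3 SD under the library average, no early fluorescence shift, positive overall ratio signal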
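Assay system: Stable TRPC4beta/mu-opioid receptor HEK293 cells | Reagent: DAMGO in two steps, submaximal then maximal | Compound dosing: Single concentration per test compound | Signal: Fluo4 Ca2+ flux fluorescence | Evaluation: Per-well B score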
MrgX1 allo act: positive allosteric modulators of MrgX1, primary screen, HEK293 cells, Fluo-4 calcium flux. FDSS; hits give high values. B-score at 10 µM. 310,000 tested, 0.63% active;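 active means plate-corrected calcium response at least 3 library SD above typical, normal starting fluorescence, not activating the receptor alone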;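 further: compound read alongside a low EC10 to EC30 dose of BAM8-22 agonist; peak minus trough fluorescence over baseline measured at the second addition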
Target sequence (Q96LB2 whole entry, looked up): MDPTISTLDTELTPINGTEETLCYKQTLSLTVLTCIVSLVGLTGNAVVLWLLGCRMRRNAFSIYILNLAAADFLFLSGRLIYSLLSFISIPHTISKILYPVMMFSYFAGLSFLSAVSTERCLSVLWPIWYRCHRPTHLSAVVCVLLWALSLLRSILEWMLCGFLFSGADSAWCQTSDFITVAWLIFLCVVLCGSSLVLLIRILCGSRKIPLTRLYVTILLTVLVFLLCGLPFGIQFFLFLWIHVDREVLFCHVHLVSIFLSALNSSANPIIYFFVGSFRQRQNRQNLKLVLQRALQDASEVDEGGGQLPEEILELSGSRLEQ
ANO1 activ: TMEM16A chloride channel activators or potentiators, primary screen, cell-based, HTS. HEK293 TMEM16A/YFP-H148Q/I152L, iodide quench fluorescence; hits give low values. B-score at 10 µM. 340,000 tested, 0.3% active;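 active means fluorescence-ratio B-score plate-corrected deviation score at least 3 library SD below zero, with starting fluorescence score within 5 deviations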;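 further: channel opened by trigger with iodide after compound preincubation; score built on the fluorescence ratio of max minus min over baseline; more negative score means more quench and so TMEM16A activation or potentiation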
TRPC4 act: activators of mouse TRPC4 channel, primary screen, Fluo4 calcium, HEK293 TRPC4beta/mu-opioid cells | Short transient receptor potential channel 4 (Mus musculus), Q9QUQ5 | B-score at 10 µM | Fluo4 calcium fluorescence; hits give high values | AID 2237, 2010 | 310,000 tested, 0.49% active;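 active means B-score above 5 SD of library B-scores, and initial fluorescence ratio not above library mean plus 5 SD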;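 further: positive B-score marks a calcium rise read as TRPC4 activation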
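Material: HEK293 stable line with TRPC4beta plus mu-opioid receptor; technique: Fluo4 calcium-sensitive dye fluorescence, kinetic, 1 Hz baseline; timing: Fluo4 dye loading 45 min at room temperature, 110 s recording; controls: assay buffer as low control, maximal DAMGO as high control; read-out: integrated baseline-normalised fluorescence ratio, converted to per-well B score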
TRPC6 inh: mouse TRPC6 channel inhibitors, primary screen, cell-based, HEK293, membrane potential dye; ACh-evoked depolarization; hits give low values; B-score at 10 µM; 310,000 tested, 1.1% active; Short transient receptor potential channel 6 (Mus musculus), Q61143;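 active means B-score under library mean minus 3 SD, initial fluorescence not abnormally high, positive integrated signal ratio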;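 further: B-score derived from integrated fluorescence ratio over the kinetic read; more negative B-score means stronger inhibition of depolarization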
TRPC4 potent: positive allosteric modulators of TRPC4, primary screen, cell-based, mouse TRPC4beta, HEK293 mu-opioid, Fluo-4 calcium | AID 2227, 2009 | DAMGO EC20, Fluo-4 Ca2+ flux; hits give high values | B-score at 10 µM | 310,000 tested, 0.42% active;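 active means B-score of calcium response area above 5 SD of library B-scores, with initial fluorescence ratio within 5 SD of library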;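 further: B-score of integrated fluorescence ratio over time as area under calcium response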
TMEM16A inh: TMEM16A chloride channel inhibitors, primary screen, cell-based, HTS; Anoctamin-1 (Mus musculus), Q8BHY3; HEK293 TMEM16A/YFP iodide influx fluorescence, ionomycin; normalized B-score (activity score, 25-100; higher = stronger inhibition) at 10 µM; 310,000 tested, 1.2% active; AID 588511, 2011;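 active means ratio plate-corrected score three or more library SD toward inhibition, starting fluorescence score within five deviations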;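 further: score derived from kinetic fluorescence span divided by baseline fluorescence per well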
MrgX1 antagonist: antagonists of human MrgX1 receptor, primary screen, HEK293 cells, Fluo-4 calcium flux; Mas-related G-protein coupled receptor member X1 (Homo sapiens), Q96LB2; BAM8-22 antagonism; hits give low values; B-score at 10 µM; 310,000 tested, 1.3% active;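 active means calcium-response B-score plate-corrected more than 3 library SD below zero, starting fluorescence within 5 deviations, no agonist response on first addition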;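 further: peak minus trough fluorescence over baseline after final BAM8-22 challenge near maximal dose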
TRPC6 act: mouse TRPC6 channel activators, primary screen, cell-based, HEK293, membrane potential dye; AID 2550, 2010; Short transient receptor potential channel 6 (Mus musculus), Q61143; 310,000 tested, 0.13% active; HEK293-TRPC6 membrane potential dye fluorescence; hits give high values; B-score at 10 µM;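 active means B-score of the integrated fluorescence ratio above library mean plus 3 SD, and starting fluorescence ratio within library mean plus 5 SD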;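 further: higher score means more depolarization so channel activation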
RGS4 block: RGS4 inhibitors, primary screen, cell-based, HEK293 M3R inducible RGS4, calcium flux; Regulator of G-protein signaling 4 (Homo sapiens), P49798; Fluo-4 calcium flux; hits give high values; triggered by carbachol at its EC20; B-score at 10 µM; 310,000 tested, 0.45% active; AID 463165, 2010;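 active means B-score, a plate-corrected calcium signal, over three deviations above library mean, with baseline fluorescence within five deviations of library mean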;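 further: RGS4 expression induced by doxycycline in cells with stable M3 receptor; B-score is computed from the integrated fluorescence ratio over baseline after carbachol; higher B-score means a larger calcium signal and so more RGS4 inhibition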
Target sequence (P49798 whole entry, looked up): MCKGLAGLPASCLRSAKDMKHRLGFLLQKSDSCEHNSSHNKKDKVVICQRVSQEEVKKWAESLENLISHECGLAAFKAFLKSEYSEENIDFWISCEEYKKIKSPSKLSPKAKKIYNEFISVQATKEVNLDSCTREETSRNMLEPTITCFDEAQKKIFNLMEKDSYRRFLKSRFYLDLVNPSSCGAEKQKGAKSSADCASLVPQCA
MrgX1 agonist: agonists of human MrgX1 receptor, primary screen, HEK293 cells, Fluo-4 calcium flux; B-score at 10 µM; AID 588627, 2011; Mas-related G-protein coupled receptor member X1 (Homo sapiens), Q96LB2; 310,000 tested, 0.44% active; Fluo-4 calcium fluorescence, agonist mode; hits give high values;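 active means calcium response B-score plate-corrected fluorescence ratio at least 3 library SD, with starting fluorescence B-score inside 5 SD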
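Material: MrgX1-expressing HEK293 cells; input: 15,000 cells per well; doses: test compound given as first of three sequential additions; schedule: overnight plating before 1 h dye loading; technique: Fluo-4 NW calcium-flux fluorescence, kinetic read; evaluation: baseline-normalised fluorescence change ratio, B-scored; control set: plate-wise positive and negative controls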
The depositor's hits bear a star.

Screening Cn1c(Nn2cnnc2)nc2ccccc21 returned TRPC4 inh inactive, MrgX1 allo act inactive, ANO1 activ inactive, TRPC4 act inactive, TRPC6 inh inactive, TRPC4 potent inactive, TMEM16A inh inactive, MrgX1 antagonist inactive, TRPC6 act inactive, RGS4 block inactive and MrgX1 agonist inactive.
`COc1ccc2c(C)nc(N/C(N)=N/S(=O)(=O)c3ccc(C)cc3)nc2c1` gave TRPC4 inh inactive, MrgX1 allo act inactive, ANO1 activ inactive, TRPC4 act inactive, TRPC6 inh inactive, TRPC4 potent inactive, TMEM16A inh inactive, MrgX1 antagonist inactive, TRPC6 act inactive, RGS4 block inactive and MrgX1 agonist inactive.
CCCOc1ccc(/C(O)=C2/C(=O)C(=O)N(CCN(C)C)C2c2ccco2)cc1 (configuration not stated) was read as TRPC4 inh inactive, MrgX1 allo act inactive, ANO1 activ inactive, TRPC4 act inactive, TRPC6 inh inactive, TRPC4 potent inactive, TMEM16A inh inactive, MrgX1 antagonist inactive, TRPC6 act inactive, RGS4 block inactive and MrgX1 agonist inactive.
For COC(=O)N/N=C/c1ccc(OS(=O)(=O)c2ccc(C)cc2)c(OC)c1 the results were TRPC4 inh inactive, MrgX1 allo act inactive, ANO1 activ inactive, TRPC4 act inactive, TRPC6 inh inactive, TRPC4 potent inactive, TMEM16A inh inactive, MrgX1 antagonist inactive, TRPC6 act inactive, RGS4 block inactive and MrgX1 agonist inactive.
Screening CCCc1[nH]n(-c2nc3ccccc3s2)c(=O)c1C=NCC1CCCO1 (configuration not stated) returned TRPC4 inh inactive, MrgX1 allo act inactive, ANO1 activ inactive, TRPC4 act inactive, TRPC6 inh inactive, TRPC4 potent inactive, TMEM16A inh inactive, MrgX1 antagonist inactive, TRPC6 act inactive, RGS4 block inactive and MrgX1 agonist 51*.
`O=[N+]([O-])c1ccc2c(c1)/C(=N\O)c1ccccc1-2` gave TRPC4 inh inactive, MrgX1 allo act inactive, ANO1 activ inactive, TRPC4 act inactive, TRPC6 inh inactive, TRPC4 potent inactive, TMEM16A inh inactive, MrgX1 antagonist inactive, TRPC6 act inactive, RGS4 block inactive and MrgX1 agonist inactive.
CCc1ccc2nc(NC(=O)C3CSC4(C)CCC(=O)N34)sc2c1 (configuration not stated) was read as TRPC4 inh inactive, MrgX1 allo act inactive, ANO1 activ inactive, TRPC4 act inactive, TRPC6 inh inactive, TRPC4 potent inactive, TMEM16A inh inactive, MrgX1 antagonist inactive, TRPC6 act inactive, RGS4 block inactive and MrgX1 agonist inactive.
`O=C(NCCC1CCCC1)C1CCC(=O)N(CCCN2CCCC2=O)C1` (configuration not stated) gave TRPC4 inh inactive, MrgX1 allo act inactive, ANO1 activ inactive, TRPC4 act inactive, TRPC6 inh inactive, TRPC4 potent inactive, TMEM16A inh inactive, MrgX1 antagonist inactive, TRPC6 act inactive, RGS4 block inactive and MrgX1 agonist inactive.
Screening Cc1nc2ccc(CCO)cc2s1 returned TRPC4 inh inactive, MrgX1 allo act inactive, ANO1 activ inactive, TRPC4 act inactive, TRPC6 inh inactive, TRPC4 potent inactive, TMEM16A inh inactive, MrgX1 antagonist inactive, TRPC6 act inactive, RGS4 block inactive and MrgX1 agonist inactive.
Cc1cc(C)n(CC(=O)NCc2ccccc2)c(=O)c1C#N was read as TRPC4 inh inactive, MrgX1 allo act inactive, ANO1 activ inactive, TRPC4 act inactive, TRPC6 inh inactive, TRPC4 potent inactive, TMEM16A inh inactive, MrgX1 antagonist inactive, TRPC6 act inactive, RGS4 block inactive and MrgX1 agonist inactive.
Screening Cc1cc2cc(CCNC(=O)c3c(-c4ccccc4Cl)noc3C)c(=O)[nH]c2cc1C returned TRPC4 inh inactive, TRPC4 act inactive, TRPC6 inh inactive, TRPC4 potent inactive, TRPC6 act inactive and RGS4 block inactive.
CN(Cc1ccccc1)C(=O)c1cccc(C(=O)N(C)Cc2ccccc2)c1 was read as TRPC4 inh inactive, MrgX1 allo act inactive, ANO1 activ inactive, TRPC4 act inactive, TRPC6 inh inactive, TRPC4 potent inactive, TMEM16A inh inactive, MrgX1 antagonist inactive, TRPC6 act inactive, RGS4 block inactive and MrgX1 agonist inactive.
For Cc1cc2cc(CNC(=O)c3ccc(S(=O)(=O)N4CCCCC4)cc3)ccc2[nH]1 the results were TRPC4 inh inactive, MrgX1 allo act inactive, ANO1 activ inactive, TRPC4 act inactive, TRPC6 inh inactive, TRPC4 potent inactive, TMEM16A inh inactive, MrgX1 antagonist inactive, TRPC6 act inactive, RGS4 block inactive and MrgX1 agonist inactive.
`COc1ccc(CCN2CC(C(=O)Nc3ccc(S(C)(=O)=O)cc3)CC2=O)cc1OC` (configuration not stated) gave TRPC4 inh inactive, MrgX1 allo act inactive, ANO1 activ inactive, TRPC4 act inactive, TRPC6 inh inactive, TRPC4 potent inactive, TMEM16A inh inactive, MrgX1 antagonist inactive, TRPC6 act inactive, RGS4 block inactive and MrgX1 agonist inactive.
`COc1ccc(S(=O)(=O)NCCCN2CCOCC2)c2ccccc12` gave TRPC4 inh inactive, MrgX1 allo act inactive, ANO1 activ inactive, TRPC4 act inactive, TRPC6 inh inactive, TRPC4 potent inactive, TMEM16A inh inactive, MrgX1 antagonist inactive, TRPC6 act inactive, RGS4 block inactive and MrgX1 agonist inactive.
`CCOC(=O)c1c(C)[nH]c(C)c1S(=O)(=O)N(C)CC(=O)N1CCN(c2ccc(OC)cc2)CC1` gave TRPC4 inh inactive, MrgX1 allo act inactive, ANO1 activ inactive, TRPC4 act inactive, TRPC6 inh inactive, TRPC4 potent inactive, TMEM16A inh inactive, MrgX1 antagonist inactive, TRPC6 act inactive, RGS4 block inactive and MrgX1 agonist inactive.
`CCOC(=O)C1CCN(C(=O)c2c(-c3ccccc3)noc2C)CC1` gave TRPC4 inh inactive, MrgX1 allo act inactive, ANO1 activ inactive, TRPC4 act inactive, TRPC6 inh inactive, TRPC4 potent inactive, TMEM16A inh inactive, MrgX1 antagonist inactive, TRPC6 act inactive, RGS4 block inactive and MrgX1 agonist inactive.
CC(Oc1ccccc1)C(=O)N1CCN=C1SCc1cccc(F)c1 (configuration not stated) was read as TRPC4 inh inactive, MrgX1 allo act inactive, ANO1 activ inactive, TRPC4 act inactive, TRPC6 inh inactive, TRPC4 potent inactive, TMEM16A inh inactive, MrgX1 antagonist inactive, TRPC6 act inactive, RGS4 block inactive and MrgX1 agonist inactive.
Screening CC(CN1CCCCC1)OC(=O)c1ccc(Cl)cc1Cl (configuration not stated) returned TRPC4 inh inactive, MrgX1 allo act inactive, ANO1 activ inactive, TRPC4 act inactive, TRPC6 inh inactive, TRPC4 potent inactive, TMEM16A inh inactive, MrgX1 antagonist inactive, TRPC6 act inactive, RGS4 block inactive and MrgX1 agonist inactive.
Screening CC(C)(C)NC(=O)CN(C(=O)CCC(=O)Nc1nccs1)c1ccc2c(c1)OCCO2 returned TRPC4 inh inactive, MrgX1 allo act inactive, ANO1 activ inactive, TRPC4 act inactive, TRPC6 inh inactive, TRPC4 potent inactive, TMEM16A inh inactive, MrgX1 antagonist inactive, TRPC6 act inactive, RGS4 block inactive and MrgX1 agonist inactive.
COc1ccc(-n2c(=S)[nH]c3ncccc3c2=O)cc1 was read as TRPC4 inh inactive, MrgX1 allo act inactive, ANO1 activ inactive, TRPC4 act inactive, TRPC6 inh inactive, TRPC4 potent inactive, TMEM16A inh inactive, MrgX1 antagonist inactive, TRPC6 act inactive, RGS4 block inactive and MrgX1 agonist inactive.
`O=C1CSC(c2ccccc2)N1Cc1ccccc1` (configuration not stated) gave TRPC4 inh inactive, MrgX1 allo act inactive, ANO1 activ inactive, TRPC4 act inactive, TRPC6 inh inactive, TRPC4 potent inactive, TMEM16A inh inactive, MrgX1 antagonist inactive, TRPC6 act inactive, RGS4 block inactive and MrgX1 agonist inactive.
O=C(CN1C(=O)/C(=C/c2cccc(Br)c2)SC1=S)NC1=NCCS1 was read as TRPC4 inh inactive, MrgX1 allo act inactive, ANO1 activ inactive, TRPC4 act inactive, TRPC6 inh inactive, TRPC4 potent inactive, TMEM16A inh inactive, MrgX1 antagonist inactive, TRPC6 act inactive, RGS4 block inactive and MrgX1 agonist inactive.
CCNC(=O)Nc1ccc(-n2nc(C)c(C(=O)OCC)c2C)nc1 was read as TRPC4 inh inactive, MrgX1 allo act inactive, ANO1 activ inactive, TRPC4 act inactive, TRPC6 inh inactive, TRPC4 potent inactive, TMEM16A inh inactive, MrgX1 antagonist inactive, TRPC6 act inactive, RGS4 block inactive and MrgX1 agonist inactive.
`CCCCN(C(=O)c1ccc(-c2ccc([N+](=O)[O-])cc2)o1)c1c(N)n(CCCC)c(=O)[nH]c1=O` gave TRPC4 inh inactive, MrgX1 allo act inactive, ANO1 activ inactive, TRPC4 act inactive, TRPC6 inh inactive, TRPC4 potent inactive, TMEM16A inh inactive, MrgX1 antagonist inactive, TRPC6 act inactive, RGS4 block inactive and MrgX1 agonist inactive.

This is a random part of the collection; any-hit rate near 5.8%.
